Screening data deposited in PubChem BioAssay by National Center for Advancing Translational Sciences (NCATS).
HADH2 inh – HADH2 (human) dehydrogenase inhibition. Q99714. recombinant HADH2, NADH fluorescence, beta-hydroxybutyryl-CoA. Potency, µM (titrated, usually from 57.1 µM), without a hit: at the top dose activity change, negative = inhibition, actives largely listed as inhibitors. 73,000 tested, 3.4% active; note: potency is the fitted concentration of half-maximal effect; % is set by controls: 0 for no effect and ±100 for the full control effect; nearly all actives have a fitted effect of over 60% in size; many of its hits are not listed in these tables
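Activity measured as NADH fluorescence gain (360/450 nm), taken as the change between first and last reads of a 4-min kinetic run. Conditions: pH 9.0 Tris buffer, 20 nM E. coli-expressed His-tagged enzyme, 1 mM NAD+, 90 uM beta-hydroxybutyryl-CoA; 15-min compound preincubation.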
FLuc inh – blocks Photinus pyralis firefly luciferase activity | purified firefly luciferase, luminescence, 8 min | Potency, µM (top dose mostly 57.1 µM), for inactives: at the highest dose activity change, negative = inhibition, hits mostly inhibitors | P08659 | 72,000 tested, 2.2% active; note: potency is the fitted concentration of half-maximal effect; % is set by controls: 0 for no effect and ±100 for the full control effect; nearly all actives have a fitted effect of over 40% in size
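Compounds were tested as concentration series (qHTS) against purified P. pyralis luciferase with luciferin and 10 uM ATP in 50 mM imidazole pH 7.2, 50 mM KCl, 7 mM MgCl2, 0.01% Tween 20, 0.05% BSA. Luminescence was read after 8 min at ambient temperature.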
Rhodamine fluor – rhodamine region autofluorescence; 59,000 tested, 0.05% active; max dye-equivalent concentration, M; Rhodamine-region fluorescence, 547/598 nm, Tris buffer; stronger effect = higher value; in the data active = max dye-equivalent concentration above about 11 nM; inconclusive = between about 1.1 nM and that limit
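Intrinsic compound fluorescence, ex 547 / em 598 nm, CCD imager. Tris 100 mM pH 8.0; 15 min RT. Output = rhodamine dye-equivalent concentration at each compound concentration.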
ERK AVP block – vasopressin-driven ERK pathway inhibition | 72,000 tested, 0.99% active | Potency, µM (series often up to 57.5 µM), inactives show top-dose activity, negative = inhibition, usual class: inhibitors | HEK293-V1b, vasopressin-stimulated pERK AlphaScreen | AID 995; note: potency is the fitted concentration of half-maximal effect; % is set by controls: 0 for no effect and ±100 for the full control effect; nearly all actives have a fitted effect of over 55% in size
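HEK293 cells stably expressing V1b receptor, seeded overnight in 1% FBS, were treated with compounds for 30 min at 37C, then stimulated 5 min with 25 nM vasopressin; phospho-ERK read by AlphaScreen SureFire after lysis.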
Fluorescein autfl – fluorescein region autofluorescence | Compound autofluorescence, 480/540 nm, fluorescein-equivalent; stronger effect = higher value | max fluorescein-equivalent concentration, M | 59,000 tested, 0.91% active | AID 593; in the data active = max fluorescein-equivalent concentration above about 10 nM; inconclusive = between about 1.1 nM and that limit
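Tris 100 mM pH 8.0; 15 min RT; CCD read, ex 480/em 540 nm. Output: fluorescein-equivalent concentration per compound concentration, from six-point dye series on each plate.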
TexasRed autofl – compound fluoresces in the Texas Red spectral region. Compound fluorescence, Texas Red channel, 547/618 nm; stronger effect = higher value. 59,000 tested, 0.06% active. max dye-equivalent concentration, M; in the data active = max dye-equivalent concentration above about 10 nM; inconclusive = between about 1.1 nM and that limit
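Compound fluorescence was read after 15 min at room temperature in 100 mM Tris, pH 8.0, using 547 nm excitation and 618 nm emission across a concentration series. It was expressed as Texas Red dye-equivalent concentration from an on-plate standard curve.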
USP2a inh – USP2a (human) protease inhibition; O75604; USP2a enzymatic assay, qHTS inhibition; Potency, µM (doses to about 38.3 µM), without a hit: at the highest dose activity change, negative = inhibition, most hits filed as inhibitors; 60,000 tested, 0.1% active; AID 927;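 note: potency is the fitted concentration of half-maximal effect; nearly all actives have a fitted effect of over 60% in size; plate controls were DMSO for no effect and NEM full inhibition control for full effect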
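USP2 core (20 nM final) was preincubated with compound for 30 min at RT in 20 mM Tris-HCl pH 8.0, 2 mM CaCl2, 2 mM beta-mercaptoethanol; Ub-PLA2 (20 nM) plus NBD C6-HPC (20 uM) then added, fluorescence read after 2.5 h.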
Tau fil binding – binds recombinant human tau filaments | 71,000 tested, 2% active | recombinant tau filaments, thioflavin S fluorescence, 15 h; filaments grown with octadecylsulfate alongside compound | P10636 | Potency, µM (doses to about 57.1 µM), inactives show top-dose activity change, negative = inhibition;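 note: potency is the fitted concentration of half-maximal effect; % is set by controls: 0 for no effect and ±100 for the full control effect; actives lower thioflavin S fluorescence by blocking filaments or displacing dye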
Target sequence (P10636 whole entry, looked up): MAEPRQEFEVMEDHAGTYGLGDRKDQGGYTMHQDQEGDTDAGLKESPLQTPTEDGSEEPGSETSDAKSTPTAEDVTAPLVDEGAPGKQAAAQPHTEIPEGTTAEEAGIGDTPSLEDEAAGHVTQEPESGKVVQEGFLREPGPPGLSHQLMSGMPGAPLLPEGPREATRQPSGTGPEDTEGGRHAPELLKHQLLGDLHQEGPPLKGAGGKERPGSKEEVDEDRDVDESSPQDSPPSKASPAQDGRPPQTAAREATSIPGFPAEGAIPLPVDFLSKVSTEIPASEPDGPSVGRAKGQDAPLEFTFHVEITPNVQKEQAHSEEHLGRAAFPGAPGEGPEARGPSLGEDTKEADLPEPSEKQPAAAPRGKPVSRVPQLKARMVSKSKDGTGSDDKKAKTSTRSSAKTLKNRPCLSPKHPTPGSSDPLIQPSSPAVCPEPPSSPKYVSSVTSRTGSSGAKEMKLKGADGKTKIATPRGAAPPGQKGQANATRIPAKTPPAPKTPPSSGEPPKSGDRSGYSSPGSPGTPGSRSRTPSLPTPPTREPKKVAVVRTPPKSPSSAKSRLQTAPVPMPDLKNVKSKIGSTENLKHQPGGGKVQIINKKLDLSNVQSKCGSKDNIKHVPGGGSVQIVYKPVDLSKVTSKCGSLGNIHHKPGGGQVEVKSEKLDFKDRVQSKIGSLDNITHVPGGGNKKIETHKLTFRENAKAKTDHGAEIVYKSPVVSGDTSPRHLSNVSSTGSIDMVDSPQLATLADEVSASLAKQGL
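Quantitative HTS: thioflavine S signal from ODS-induced tau filaments, excited at 450 nm, emission 510 nm. Conditions: 1 uM tau, 30 uM ODS, 15 h at 37 C, pH 7.4.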
Caspase-7 inhib – blocks human caspase-7 allosterically or competitively; P55210; Potency, µM (titrated, usually from 57.5 µM), inactives show at the top dose activity change, negative = inhibition, hits mostly inhibitors; recombinant caspase-7, Ac-DEVD-AFC fluorescence rate; 75,000 tested, 0.02% active; active = well fitted inhibition curve with a large enough effect in the main read-out, with a control signal flat, not every such curve was filed as active; inconclusive = small, poorly fitted or top-dose-only effect, or a change in a side signal; note: potency is the fitted concentration of half-maximal effect; % of control where 0% means no effect
Target sequence (P55210 24-198 limits assumed): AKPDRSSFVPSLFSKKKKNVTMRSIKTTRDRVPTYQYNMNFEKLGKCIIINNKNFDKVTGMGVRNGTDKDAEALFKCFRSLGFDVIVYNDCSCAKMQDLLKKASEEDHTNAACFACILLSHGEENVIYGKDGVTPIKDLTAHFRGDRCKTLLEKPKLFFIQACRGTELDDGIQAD
Target sequence (P55210 207-303 limits assumed): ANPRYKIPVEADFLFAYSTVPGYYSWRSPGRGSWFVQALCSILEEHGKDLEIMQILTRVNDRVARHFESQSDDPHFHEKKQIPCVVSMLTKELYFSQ
Caspase-1 inhib – blocks human caspase-1 allosterically or competitively; 75,000 tested, 0.03% active; P29466; Potency, µM (series often up to 57.5 µM), without a hit: top-dose activity change, negative = inhibition, usual class: inhibitors; Caspase-1 enzyme, Ac-WEHD-AFC fluorogenic rate;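 note: potency is the fitted concentration of half-maximal effect; plate controls were vehicle for no effect and no substrate for full effect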
HEK293 cAMP cs – raises cAMP in parental HEK293 cells, TSHR agonist counter-screen; parental HEK293 CNG cAMP sensor, membrane potential fluorescence; Potency, µM (series often up to 57.1 µM), for inactives: at the highest dose activation, actives largely listed as activators; 73,000 tested, 2.5% active; note: potency is the fitted concentration of half-maximal effect; % of control where 0% means no effect; nearly all actives have a fitted effect of over 55% in size
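Parental HEK 293 cells stably expressing a cAMP-gated CNG channel were loaded with membrane potential dye containing 100 uM RO 20-1724 for 60 min. Compound added for 30 min; depolarization read as fluorescence intensity at 590 nm.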
* hit, by the source's call; i = inactive; ? = inconclusive; / = not tested or not shown; [ ] = another dose, or the depositor's remark. Unless noted, calls come from the whole dose curve; as a rule, active = well fitted curve in the direction sought with a large enough effect; inconclusive = small, poorly fitted or top-dose-only effect, or another doubt; inactive = no such curve, though single readings can be large; an effect the other way counts as inactive or inconclusive.

SMILES | HADH2 inh | FLuc inh | Rhodamine fluor | ERK AVP block | Fluorescein autfl | TexasRed autofl | USP2a inh | Tau fil binding | Caspase-7 inhib | Caspase-1 inhib | HEK293 cAMP cs
COc1cccc(Cn2c(=O)c(-c3cn(C)c4ccccc34)nc3cnc(N4CCNCC4)nc32)c1 | 8% | 1%[11.4 µM] | i | 17% | ? | i | 100%[activator] | 344% | ? | ? | -10%
Cn1c(=O)c2c(nc(NCCCO)n2Cc2cccc(Br)c2)n(C)c1=O | 9% | 2% | i | -108% | i | i | 8% | 2% | 0% | -1% | ?
CC1(C)Cc2c(sc3nc(SCC(=O)O)[nH]c(=O)c23)CO1 | 3% | 0% | i | -1% | i | i | 1% | -1% | 1% | -1% | 5%
Cc1ccc(S(=O)(=O)NCc2nc3ccccc3c(=O)n2N)cc1 | 9% | 1% | i | -15% | ? | i | -2% | 4% | 0% | -3% | -2%
CS(=O)(=O)N1CCN(C(=O)CCC2CCCC2)CC1 | 2% | -2% | / | -7% | / | / | 5% | -3% | 0% | 0% | -4%
Cc1cc2oc(C(=O)NCc3ccc4c(c3)OCO4)c(C)c2cc1C | -2% | 2% | i | -5% | ? | i | 2% | 39% | -2% | -3% | ?
CCOC(=O)c1cc(C)n(CCc2ccccc2)c1C | -6% | 0% | i | -39% | i | i | -14% | 4% | -2% | -2% | 25µM*
O=c1[nH]c(NCCCO)nc2c1C1(CCCC1)Cc1ccccc1-2 | ? | 4% | / | -12% | / | / | / | ? | -6% | 3% | 1%
COc1cc(N)c(Cl)cc1C(=O)OCCN1CCCCC1 | 16% | / | / | -4% | / | / | 3% | / | -1% | 2% | /
O=C(C1CCCCC1)N1CCN(S(=O)(=O)c2ccc(Cl)cc2)CC1 | 9% | -3% | i | -25% | i | i | 11% | 4% | 2% | -1% | 8%
O=C(Nc1cccnc1)c1ccc(Cl)c(S(=O)(=O)N2CCCCCC2)c1 | 8% | -6% | i | 20µM* | i | i | 42%[activator] | -3% | 3% | 1% | 23%
CC(=O)c1c(COC(=O)c2ccncc2)nc2ccccc2[n+]1[O-] | -7% | 1% | i | 9% | i | i | -1% | 10% | 0% | -2% | 5%
Clc1ccc(-n2nnnc2-c2ccccc2)cc1Cl | -12% | -1% | / | 17% | / | / | -7% | -7% | -2% | -1% | 25µM*
c1coc(CN(Cc2cccs2)Cc2nnnn2C2CCCCC2)c1 | -1% | 2% | i | 7% | i | i | ? | -6% | -1% | -2% | ?
O=C(Nc1ccc2c(c1)OCO2)c1cccc(Cl)c1 | -4% | 13µM* | i | 16% | i | i | -13% | 11% | -1% | 0% | 1%
CCOC(=O)c1c(C)[nH]c(C(=O)CSc2nnnn2-c2ccccc2)c1C | 43%[activator] | -1% | i | -19% | i | i | 1% | -4% | 0% | -3% | -10%
COC(=O)C1=C(N)OC2=C(C(=O)CC(C)(C)C2)C1c1cccnc1 (configuration not stated) | 6% | 1% | i | -20% | i | i | -2% | 253% | 0% | 1% | 10%
COc1ccc(-c2nc(CN3CCC(C(=O)N4CCc5ccccc54)CC3)c(C)o2)cc1OC | -4% | 2% | / | -6% | / | / | / | 62% | -3% | 2% | 1%
Cc1ccc(NS(=O)(=O)c2cccc(C(=O)n3ncc(C#N)c3N)c2)c(C)c1 | ? | -1% | i | -14% | i | i | 5% | 5% | 0% | 2% | 11%
CCCn1c(C)nc2c(N3CCOCC3)nc(C)nc21 | 16% | / | / | -19% | / | / | / | -7% | 0% | -3% | 10%
CCn1c(COc2ccccc2C)nnc1SCC(=O)O | 1% | 2% | i | -7% | i | i | 0% | -1% | 2% | -1% | 8%
CC(=O)Nc1ccc(OCC(O)CN2CCN(c3cccc(Cl)c3)CC2)cc1 (configuration not stated) | 13% | 3% | i | 21% | i | i | 19% | 10% | 2% | -3% | -2%
c1ccc(Cc2nnc3sc(-c4cccnc4)nn23)cc1 | -1% | 0% | i | -3% | i | i | 15% | -9% | -2% | -2% | ?
Nc1nc(SCc2nc3scc(-c4cccs4)c3c(=O)[nH]2)n[nH]1 | -13% | -1% | i | -3% | i | i | 17% | -2% | -1% | 1% | -10%
CCOc1ncccc1C(=O)OCC(=O)N1CCN(S(=O)(=O)c2ccc(Cl)cc2)CC1 | 10% | 1% | i | 8% | i | ? | 16% | -6% | 0% | 4% | -1%
C[C@](Cc1ccc(O)c(O)c1)(NN)C(=O)O | 0.32µM* | -14% | i | / | i | i | / | -2% | / | / | 3%
COc1ccc2c(c1)N(C)C(=O)CC(c1ccccc1)=N2 | -3% | 1% | i | -26% | ? | i | -5% | -8% | 0% | 1% | 6%
CC12CN3CC(C)(CN(C1)C3c1ccc3c(c1)OCO3)C2=O (configuration not stated) | 9% | 0% | i | -9% | i | i | -4% | -2% | 0% | 2% | 2%
CC(NC(=O)C1CCN(S(=O)(=O)N2CCCCCC2)CC1)c1ccccc1 (configuration not stated) | 8% | 3% | i | 6% | i | i | 8% | -5% | -1% | -2% | 5%
COC(=O)NC(/C(C(=O)OC)=C(\C)NCc1ccccc1)c1ccco1 (configuration not stated) | 11%[11.4 µM] | / | / | 2%[11.5 µM] | / | / | / | / | 1%[11.5 µM] | 0%[11.5 µM] | 0%[11.4 µM]
CCc1nnc(NC(=O)CCC(=O)N2CCN(Cc3cc(Cl)ccc3OC)CC2)s1 | 5% | -2% | i | 5% | i | ? | 29% | 3% | 0% | -1% | 15%
Cc1cccc(NC(=O)Cn2c(=O)n(C)c3ccccc32)c1 | 6% | 0% | i | -2% | i | i | 5% | -3% | -1% | -5% | 6%
CC(C)NC(=O)CSc1nncn1-c1ccccc1 | 8% | 4% | i | 10% | ? | ? | -4% | 5% | -5% | 3% | 2%
COc1ccc(-c2cc([C@H](O)[C@@H]3CCCCN3)c3ccccc3n2)cc1 | ? | -6%[11.4 µM] | i | 35%[activator][11.5 µM] | i | i | / | -5%[11.4 µM] | -3%[11.5 µM] | 2%[11.5 µM] | 2%[11.4 µM]
CN(C)CCCN1C(=O)c2oc3ccc(F)cc3c(=O)c2C1c1cccnc1 (configuration not stated) | ? | 3% | / | / | / | / | / | -16% | -6% | -6% | 6%
COc1cc(CN2CCC(C(=O)N3CCN(c4ccccc4F)CC3)CC2)cc(OC)c1O | -12% | 0% | i | 6% | ? | i | -11% | -3% | 1% | 1% | -19%
CCOc1cc(C2C(C#N)=C(N)OC3CCCC(=O)C32)ccc1OCCN1CCOCC1 (configuration not stated) | -9% | 3% | i | -6% | i | i | -23% | 3% | -1% | -3% | -3%
O=S(=O)(NCCSc1nnc(-c2ccco2)n1-c1ccccc1)c1ccccc1 | -4% | -2% | / | -22% | / | / | 11% | 4% | -1% | -1% | ?
O=c1[nH]c2ccc(Cl)cc2c(-c2ccccc2)c1N1CCN(c2ccccn2)CC1 | -3% | 2% | i | 13% | i | i | 20% | 2% | -3% | -2% | 11%
NC1=NC(=O)CC(C(=O)NCc2ccccc2)S1 (configuration not stated) | -11% | 2% | i | -14% | ? | i | -4% | -3% | 1% | 0% | -1%
CCCN=Cc1sc2ccc(OCC)cc2c1O | 25µM* | 16µM* | / | -25% | / | / | 0% | 16µM* | -7% | -7% | 4%
O=c1c(-c2ccc(F)cc2)nc2cnc(Oc3cccc(Cl)c3)nc2n1C1CC1 | -2% | 1%[11.4 µM] | i | -6% | i | i | 53%[activator] | -14% | -25% | -16% | 24%
Cc1c(C(=O)OCC2CCCO2)[nH]c2c1C(=O)CC(c1ccco1)C2 (configuration not stated) | 12% | -3% | i | -5% | i | i | 0% | 12% | 0% | 0% | 3%
COc1ccc2c(c1)c(C(O)CN1CCC3(CC1)OCCO3)c(C)n2C (configuration not stated) | 9% | -3% | i | 19% | i | ? | 4% | -5% | -2% | -3% | 11%
COc1ccc(-n2c(SCC(=O)Nc3ccc4c(c3)OCO4)nnc2C(C)N2CCCCC2)cc1 (configuration not stated) | 5% | -3% | i | -5% | i | ? | 24% | -4% | -5% | 0% | -4%
O=C(CN(Cc1cccs1)C(=O)CN1C(=O)COc2ccccc21)NCc1ccco1 | -9% | 1% | i | -7% | i | i | -17% | -17% | -1% | 3% | 16µM*
COc1ncc2nc(C)c(=O)n(-c3ccccc3)c2n1 | -10% | 2%[11.4 µM] | i | 15% | i | i | 22% | -3% | -3% | 0% | 9%

Random excerpt: 2 records from the list, in no set order.
SMILES | HADH2 inh | FLuc inh | Rhodamine fluor | ERK AVP block | Fluorescein autfl | TexasRed autofl | USP2a inh | Tau fil binding | Caspase-7 inhib | Caspase-1 inhib | HEK293 cAMP cs
O=c1[nH]c2ccc(Cl)cc2c(-c2ccccc2)c1N1CCN(c2ccccn2)CC1 | -3% | 2% | i | 13% | i | i | 20% | 2% | -3% | -2% | 11%
COc1ccc2c(c1)c(C(O)CN1CCC3(CC1)OCCO3)c(C)n2C (configuration not stated) | 9% | -3% | i | 19% | i | ? | 4% | -5% | -2% | -3% | 11%

A portion of the library. The share of hits here may be higher or lower than overall.
